# GSTO1 inh = counter-screen for RBBP9 inhibitors: inhibitors of human GSTO1; P78417; recombinant GSTO1, activity-based probe fluorescence polarization; inhibition, % at 5.96 µM; 1.1% of 300,000 active; AID 1974;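 active means inhibition above the campaign mean inhibition plus 3 SD, cut at about 35% in these data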;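 further: 0% = GSTO1-1 with DMSO and 100% = wells lacking GSTO1-1 enzyme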
# PAFAH1B3 inh = inhibitors of human PAFAH1B3; Q15102; recombinant PAFAH1B3, FP-rhodamine probe, fluorescence polarization; inhibition, % at 3.39 µM; 0.28% of 340,000 active;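 active means inhibition above the screen-wide average of all tested compounds plus 3 SD, cut at about 25% in these data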;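 further: 0% = enzyme with DMSO only and 100% = wells lacking PAFAH1B3 protein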
# PME-1 inh = PME-1 (human) inhibition; Q9Y570; recombinant PME-1, FP-Rh probe fluorescence polarization; inhibition, % at 5.9 µM; 0.53% of 320,000 active; AID 2130;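 active means inhibition above the campaign mean of all compounds plus 3 SD, cut at about 26% in these data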;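 further: competitive labeling of PME-1 active site by serine hydrolase directed probe; 0% = PME-1 with DMSO and 100% = wells lacking PME-1 enzyme; inhibitors block probe labeling so polarization falls and inhibition rises; many of its hits are not listed in these tables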
# PAFAH1B2 FP inh = PAFAH1B2 (human) inhibition; P68402; recombinant PAFAH1B2, FP-rhodamine activity probe, fluorescence polarization; inhibition, % at 3.39 µM; 1.2% of 340,000 active;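 active means inhibition above the mean of all tested compounds plus 3 SD, cut at about 24% in these data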;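 further: 0% = enzyme with DMSO and 100% = wells lacking PAFAH1B2; many of its hits are not listed in these tables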
# PREPL inh = inhibits the human prolyl oligopeptidase-like enzyme; recombinant PREPL, fluorescence polarization activity-based probe; inhibition, % at 5.96 µM; 0.68% of 320,000 active; Q4J6C6; AID 2751; in the data active means inhibition above about 43%;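 further: 0% = enzyme with DMSO and 100% = wells lacking enzyme; many of its hits are not listed in these tables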
# Target sequence (Q4J6C6 whole entry, looked up): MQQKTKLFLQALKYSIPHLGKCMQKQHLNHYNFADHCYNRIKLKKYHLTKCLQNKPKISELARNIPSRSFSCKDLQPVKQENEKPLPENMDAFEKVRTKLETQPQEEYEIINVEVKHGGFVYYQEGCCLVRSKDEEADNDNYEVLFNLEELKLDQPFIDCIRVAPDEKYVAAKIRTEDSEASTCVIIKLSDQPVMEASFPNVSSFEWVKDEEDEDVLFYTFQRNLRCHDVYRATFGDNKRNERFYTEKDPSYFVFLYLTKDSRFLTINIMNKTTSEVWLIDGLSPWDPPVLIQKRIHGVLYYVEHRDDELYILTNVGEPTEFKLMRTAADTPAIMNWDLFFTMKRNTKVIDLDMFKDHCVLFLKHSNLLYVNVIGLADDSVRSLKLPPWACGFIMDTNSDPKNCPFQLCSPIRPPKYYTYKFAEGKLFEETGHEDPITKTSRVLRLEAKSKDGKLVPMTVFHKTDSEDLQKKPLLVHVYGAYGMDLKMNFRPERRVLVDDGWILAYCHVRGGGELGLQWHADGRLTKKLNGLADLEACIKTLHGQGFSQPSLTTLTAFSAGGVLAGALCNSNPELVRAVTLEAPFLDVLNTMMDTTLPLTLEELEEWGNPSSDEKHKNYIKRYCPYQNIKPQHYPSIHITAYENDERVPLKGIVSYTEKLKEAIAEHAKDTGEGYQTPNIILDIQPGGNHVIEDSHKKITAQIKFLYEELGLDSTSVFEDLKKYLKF
# LYPLA2 inh = LYPLA2 (human) inhibition in PME1 counter-screen | O95372 | inhibition, % at 5.9 µM | 0.38% of 320,000 active | recombinant LYPLA2, FP-Rh probe fluorescence polarization;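 active means inhibition above the screen-wide mean plus 3 SD, limit set per campaign, cut at about 26% in these data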;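 further: 0% = LYPLA2 with DMSO and 100% = wells lacking LYPLA2 enzyme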
# PAD4 FP inh = PAD4 (human) enzyme inhibition; Q9UM07; recombinant PAD4, RCA probe fluorescence polarization; 0.41% of 330,000 active; AID 485272; inhibition, % at 6.36 µM;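 active means percent inhibition above a cutoff equal to the mean of all tested compounds plus 3 SD, cut at about 15% in these data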;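 further: 0% = PAD4 with RCA probe and DMSO and 100% = probe without PAD4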
# LYPLA1 counter = LYPLA1 (human) inhibition in PME1 counter-screen. recombinant LYPLA1, FP-Rh probe fluorescence polarization. inhibition, % at 5.9 µM. 0.16% of 320,000 active;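 active means inhibition above the mean of all tested compounds plus 3 SD, set per campaign, cut at about 14% in these data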;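 further: inhibitors block serine hydrolase probe labeling of LYPLA1 so polarization falls; 0% = enzyme with DMSO and 100% = wells lacking LYPLA1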
# Target sequence (O75608 whole entry, looked up): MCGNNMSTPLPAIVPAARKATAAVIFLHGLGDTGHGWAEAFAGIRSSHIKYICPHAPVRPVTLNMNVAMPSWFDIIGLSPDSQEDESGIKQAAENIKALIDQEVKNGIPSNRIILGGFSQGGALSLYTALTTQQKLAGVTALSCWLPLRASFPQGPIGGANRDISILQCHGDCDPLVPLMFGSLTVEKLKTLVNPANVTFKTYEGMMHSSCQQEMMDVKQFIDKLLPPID
# pPAFAH inh = pPAFAH (human) enzyme inhibition | recombinant pPAFAH, FP-rhodamine probe fluorescence polarization | inhibition, % at 3.39 µM | Q13093 | 1.5% of 330,000 active;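 active means inhibition above the mean inhibition across the screen plus 3 SD, cut at about 25% in these data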;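 further: inhibitors block binding of the rhodamine activity-based probe so polarization drops; 0% = enzyme with DMSO and 100% = wells lacking pPAFAH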
# Active calls of the source: *; . = not tested or not shown. A portion of the library, so the mix of outcomes need not match the whole.
1: COc1ccc(OC)c(C(=O)COC(=O)CNC(=O)C2CCCCC2)c1
2: CCOc1ccccc1NC(=S)N(CCN(C)C)C(C)c1ccncc1 (stereo unspecified)
3: Cc1cc(S(=O)(=O)N2CCOCC2)ccc1OCC(=O)NCc1ccco1
4: Cc1cc(-c2ccc3ccccc3c2)n2ncnc2n1
5: CC(C)(C)C(=O)NC(=S)Nc1ccc(F)cc1
6: Cc1ccc(NC(=O)COC(=O)C2(CC(=O)NC(C)C)CCCC2)cc1C
7: Cc1csc(SCCn2c(N3CCCC3)nc3c2c(=O)[nH]c(=O)n3C)n1
8: CCOc1ccc(NC(=O)c2ccc3nccnc3c2)cc1

screen / no.	1	2	3	4	5	6	7	8
GSTO1 inh	0	-2	5	5	-1	.	-6	5
PAFAH1B3 inh	1	12	-2	4	8	11	7	8
PME-1 inh	-6	5	-3	-8	5	.	-3	-4
PAFAH1B2 FP inh	2	2	0	-1	-2	-5	-4	-1
PREPL inh	-2	-11	1	12	15	25	2	3
LYPLA2 inh	4	4	3	-1	9	.	-1	0
PAD4 FP inh	-5	0	0	-4	-1	-1	-2	-3
LYPLA1 counter	-2	4	0	-5	-1	.	1	5
pPAFAH inh	3	2	1	2	-4	-2	4	8

9: O=C(Nc1ccc(F)cc1)Nc1nnc(Cc2ccccc2F)s1
10: CCOc1cc(/C=N/N=C2/NC(=O)C(CC(=O)O)S2)ccc1OCc1ccc(Cl)cc1Cl (stereo unspecified)
11: COCCNC(=O)C(c1ccc(O)cc1)N(Cc1ccccc1)C(=O)CCC(=O)Nc1ccccn1 (stereo unspecified)
12: Cc1ccc(NC(=S)N/N=C2\CC(C)(C)Oc3ccc(O)cc32)cc1
13: Cc1ccc(NC(=O)Cn2cnc3c(NCc4ccccc4)ncnc32)cc1C
14: O=C(OCC(=O)N1CCCc2ccccc21)c1ccccc1[N+](=O)[O-]
15: COc1ccc(N=C2SC(CC(=O)Nc3ccccc3F)C(=O)N2Cc2ccco2)cc1 (stereo unspecified)
16: CC(/C=N/NC(=O)c1cc(C(C)(C)C)[nH]n1)=C\c1ccccc1

screen / no.	9	10	11	12	13	14	15	16
GSTO1 inh	-10	0	-1	-2	.	-6	-1	10
PAFAH1B3 inh	4	7	9	9	1	5	6	3
PME-1 inh	-7	5	-12	14	.	-5	0	0
PAFAH1B2 FP inh	-4	9	0	2	4	4	0	-1
PREPL inh	-15	49*	6	-5	.	-6	5	12
LYPLA2 inh	-9	-2	-2	-2	.	18	1	3
PAD4 FP inh	1	-4	-8	3	2	-1	0	-1
LYPLA1 counter	-9	-5	-2	0	.	2	-8	1
pPAFAH inh	-6	26*	-2	5	0	-8	4	11

# Ordered by the number under PREPL inh (descending): 3 from the list above
no.	smiles	PAFAH1B3 inh	PME-1 inh	PAFAH1B2 FP inh	PREPL inh	PAD4 FP inh	pPAFAH inh
12	Cc1ccc(NC(=S)N/N=C2\CC(C)(C)Oc3ccc(O)cc32)cc1	9	14	2	-5	3	5
14	O=C(OCC(=O)N1CCCc2ccccc21)c1ccccc1[N+](=O)[O-]	5	-5	4	-6	-1	-8
9	O=C(Nc1ccc(F)cc1)Nc1nnc(Cc2ccccc2F)s1	4	-7	-4	-15	1	-6

# New compounds follow
17: COC(=O)CN1C(=S)N(c2ccc(Cl)cc2)C(=O)C1CC(=O)Nc1ccc(Cl)cc1 (stereo unspecified)
18: Cc1ccc(-c2nc(CN(Cc3c(C)nn(C)c3C)C(C)C)c(C)o2)o1
19: Cc1ccc(-c2ccc(SCC(=O)Nc3cc(C)on3)nn2)cc1
20: CCOC(=O)c1cnc(Nc2ccc(OCC)cc2)nc1C
21: CCN(CC)c1ccc(C2Nc3cccc4cccc(c34)N2)cc1
22: COc1ccc(CCN(C)C(=O)c2c(C)noc2C)cc1OC
23: COC(=O)c1sc(NC(=O)C2CCCCC2C(=O)O)c(C(=O)OC)c1C (stereo unspecified)
24: CCN(CC)c1nc2c(c(=O)n(C)c(=O)n2C)n1CC(=O)c1ccccc1

screen / no.	17	18	19	20	21	22	23	24
GSTO1 inh	0	0	2	-1	27	.	-1	-6
PAFAH1B3 inh	-3	1	1	-3	13	6	-3	.
PME-1 inh	-13	5	6	8	10	3	2	6
PAFAH1B2 FP inh	0	4	-5	0	6	-2	0	.
PREPL inh	-30	41	10	7	-1	13	1	-3
LYPLA2 inh	-26	-2	3	-1	-4	2	10	8
PAD4 FP inh	-6	0	3	1	-2	2	1	3
LYPLA1 counter	-8	2	2	-1	-5	-1	1	2
pPAFAH inh	-5	0	-5	8	0	-1	-2	5

25: Cc1ccc(C)c(S(=O)(=O)N2CCCOC2CNC(=O)C(=O)NC2CC2)c1 (stereo unspecified)
26: CCOC(=O)c1ccc(N2C(=O)CC(N3CCC(C(=O)OCC)CC3)C2=O)cc1 (stereo unspecified)
27: CNC(=O)c1c(NC(=O)CCS(=O)(=O)c2ccc(F)cc2)sc(C)c1C
28: O=c1[nH][nH]c(-c2ccccc2)c1C=Nc1cccc(Cl)c1
29: Cc1ccc(C(=O)N2CCN(c3ccc([N+](=O)[O-])cc3)CC2)o1
30: COCCNC(=O)NC(=O)COC(=O)c1ccc2[nH]c3c(c2c1)CCCC3
31: O=C(CSc1nnc(SCc2cccc3ccccc23)s1)Nc1ccc(C(=O)O)cc1
32: COc1cccc(NC(=O)N2CCN(c3cccc(C)c3C)CC2)c1

screen / no.	25	26	27	28	29	30	31	32
GSTO1 inh	4	-4	0	9	2	1	-16	5
PAFAH1B3 inh	10	2	2	-4	5	8	-2	7
PME-1 inh	-2	0	4	-3	-1	-1	-7	-2
PAFAH1B2 FP inh	5	0	3	3	-1	-2	9	7
PREPL inh	4	-4	0	5	22	27	-53	13
LYPLA2 inh	3	8	0	-1	1	-6	6	2
PAD4 FP inh	0	0	8	-9	2	3	-8	3
LYPLA1 counter	-1	3	1	-3	3	2	1	-1
pPAFAH inh	-2	-3	1	5	3	-1	0	1

33: O=C1N/C(=N\N=C\c2cccnc2)SC1Cc1ccc(SC(F)F)cc1 (stereo unspecified)
34: CCCC(=O)N1CCC(Cc2ccccc2)CC1
35: COc1ccc(NC(=O)CSc2nnc(CN3CCOCC3)n2-c2ccccc2)cc1Cl
36: CCC1=NN(C(=O)Cc2ccc([N+](=O)[O-])cc2)C(O)(C(F)(F)F)C1 (stereo unspecified)
37: COc1ccc(-c2cc(C(F)(F)F)n3nc(C(=O)N4CCCC4)cc3n2)cc1
38: CCC(C)Sc1nc2c([nH]c3ccccc32)c(=O)n1C (stereo unspecified)
39: COc1ccc(N2CC(NC(=O)N3CCc4ccccc43)CC2=O)cc1OC (stereo unspecified)
40: CC(NS(=O)(=O)c1ccc(F)cc1)C(c1cccs1)N1CCN(C)CC1 (stereo unspecified)

screen / no.	33	34	35	36	37	38	39	40
GSTO1 inh	-11	8	-2	17	-3	5	13	3
PAFAH1B3 inh	7	3	9	11	5	6	4	11
PME-1 inh	6	-6	2	7	-7	-2	9	3
PAFAH1B2 FP inh	3	2	4	-1	4	-1	1	-1
PREPL inh	11	17	8	-2	-15	-2	22	-14
LYPLA2 inh	-2	1	-1	-2	-2	-8	-1	2
PAD4 FP inh	-7	4	-2	2	1	-1	-5	-1
LYPLA1 counter	-1	1	0	2	2	-2	0	-1
pPAFAH inh	8	2	2	6	-1	11	5	3

41: O=C(COC(=O)CCN=C1NS(=O)(=O)c2ccccc21)NNC(=O)c1ccc(Cl)cc1
42: O=C(Nc1nnc(C2CC2)s1)c1cc(S(=O)(=O)N2CCCCC2)ccc1N1CCOCC1
43: CCOc1ccc(OCC)c(NC(=O)c2[nH]c(C)c(C(C)=O)c2C)c1
44: COc1ccc(-c2csc(NC(CO)c3nc4ccccc4n3CCOCCO)n2)cc1 (stereo unspecified)
45: COc1ccc(N/N=C(/C#N)S(=O)(=O)C(C)(C)C)cc1
46: O=C(NCc1ccccc1)c1ncn[nH]1
47: COc1ccc(NC(=O)CN(C)C(=O)c2cccc(-n3cccc3)c2)cc1
48: Nc1nc(COc2ccc3ccccc3c2)cs1

screen / no.	41	42	43	44	45	46	47	48
GSTO1 inh	.	2	3	5	5	5	14	-4
PAFAH1B3 inh	7	5	9	6	5	3	3	5
PME-1 inh	-8	8	2	4	-4	-1	-5	3
PAFAH1B2 FP inh	2	2	-4	-3	-3	4	2	4
PREPL inh	1	9	-1	13	-4	-5	-4	20
LYPLA2 inh	9	8	-5	4	-7	-2	-1	-7
PAD4 FP inh	1	-3	2	2	-3	-1	1	3
LYPLA1 counter	-1	2	1	-1	0	-4	1	-4
pPAFAH inh	-2	10	0	2	2	-2	23	2

# Entries of single compounds, quoted from the list. Order of screens: GSTO1 inh | PAFAH1B3 inh | PME-1 inh | PAFAH1B2 FP inh | PREPL inh | LYPLA2 inh | PAD4 FP inh | LYPLA1 counter | pPAFAH inh
# Record of COCCNC(=O)NC(=O)COC(=O)c1ccc2[nH]c3c(c2c1)CCCC3 = 1 | 8 | -1 | -2 | 27 | -6 | 3 | 2 | -1
# Record of COc1ccc(N2CC(NC(=O)N3CCc4ccccc43)CC2=O)cc1OC (stereo unspecified) = 13 | 4 | 9 | 1 | 22 | -1 | -5 | 0 | 5
# Record of COc1ccc(CCN(C)C(=O)c2c(C)noc2C)cc1OC = . | 6 | 3 | -2 | 13 | 2 | 2 | -1 | -1
# Record of Cc1csc(SCCn2c(N3CCCC3)nc3c2c(=O)[nH]c(=O)n3C)n1 = -6 | 7 | -3 | -4 | 2 | -1 | -2 | 1 | 4
# Record of Cc1ccc(NC(=O)Cn2cnc3c(NCc4ccccc4)ncnc32)cc1C = . | 1 | . | 4 | . | . | 2 | . | 0

# The list goes on:
49: O=C(N/N=C/c1c[nH]c2ccccc12)c1ccc(Br)cc1
50: O=C(CC1COc2ccccc2O1)Nc1ccccn1 (stereo unspecified)
51: COC(=O)COc1ccc(C2NC(=O)NC(c3ccccc3)=C2C(C)=O)cc1Br (stereo unspecified)
52: CC(=O)Nc1ccc2nc(SCC(=O)Nc3ccc(N4CCOCC4)c(Cl)c3)sc2c1

screen / no.	49	50	51	52
GSTO1 inh	4	8	-1	-8
PAFAH1B3 inh	7	5	11	2
PME-1 inh	10	-3	-2	4
PAFAH1B2 FP inh	5	0	18	3
PREPL inh	27	7	10	-18
LYPLA2 inh	-2	9	-6	-6
PAD4 FP inh	-4	2	-1	4
LYPLA1 counter	-6	5	-2	-6
pPAFAH inh	10	4	-4	5

# Source: PubChem BioAssay
